Assay outcomes from PubChem.
TrxR1 inh – qHTS Assay for Inhibitors of Mammalian Selenoprotein Thioredoxin Reductase 1 (TrxR1): qHTS. Potency, µM (highest dose often 114 µM), for inactives: at the highest dose activity change, negative = inhibition, most hits filed as inhibitors. 1% of 390,000 active. AID 588453, 2011. Thioredoxin reductase 1, cytoplasmic (Rattus norvegicus), O89049. recombinant rTrxR1, NADPH fluorescence consumption, selenite substrate; also: % is scaled to controls: 0 for no effect and ±100 for the full control effect; nearly all actives have a fitted effect of over 65% in size
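Rat TrxR1 (90 nM in the dispensed reagent) was pre-reduced with 400 uM NADPH for 5 min at room temperature, then incubated with compound for 15 min. After 400 uM selenite was added, NADPH fluorescence (Ex 340/Em 450 nm) was followed for 8 min.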
Vif-APOBEC3G blk – qHTS for Inhibitors of Vif-A3G Interactions: qHTS; DNA dC->dU-editing enzyme APOBEC-3G (Homo sapiens), Q9HC16; HeLa A3G-eYFP + Vif (tagged APOBEC3G with the HIV-1 protein that degrades it), YFP fluorescence, overnight; Potency, µM (titrated, usually from 46.1 µM), without a hit: at the top dose activity, negative = active, actives largely listed as inhibitors; 0.076% of 410,000 active; AID 602310, 2012;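 also: % is scaled to controls: 0 for no effect and ±100 for the full control effect; nearly all actives have a fitted effect of over 60% in size; hits raise eYFP signal because A3G escapes Vif-driven loss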
Target sequence (Q9HC16 whole entry, looked up): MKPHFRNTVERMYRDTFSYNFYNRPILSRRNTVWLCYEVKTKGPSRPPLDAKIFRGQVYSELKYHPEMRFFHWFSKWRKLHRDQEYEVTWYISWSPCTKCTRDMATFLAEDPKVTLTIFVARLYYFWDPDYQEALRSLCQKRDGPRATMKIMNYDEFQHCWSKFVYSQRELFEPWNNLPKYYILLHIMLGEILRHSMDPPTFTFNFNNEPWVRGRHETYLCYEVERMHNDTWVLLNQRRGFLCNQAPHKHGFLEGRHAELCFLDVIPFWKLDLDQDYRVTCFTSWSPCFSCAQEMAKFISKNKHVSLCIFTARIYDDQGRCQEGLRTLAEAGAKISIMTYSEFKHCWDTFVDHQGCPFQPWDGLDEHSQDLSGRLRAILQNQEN
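Read-out is eYFP fluorescence (Ex 488/Em 500-530) from Vif-expressing HeLa A3G-eYFP cells; more signal means A3G escaped Vif-mediated degradation. Cells plated overnight, compound pinned in, incubated overnight at 37 deg C.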
RXFP1 ag – qHTS Assay for Agonists of the Relaxin Receptor RXFP1. Relaxin receptor 1 (Homo sapiens), Q9HBX9. HEK293T-RXFP1 cAMP TR-FRET, 30 min; response scale: percent of porcine relaxin response, buffer zero. Potency, µM (highest dose often 57.5 µM), without a hit: top-dose activation, hits mostly activators. 0.3% of 370,000 active; also: % is scaled to controls: 0 for no effect and ±100 for the full control effect; nearly all actives have a fitted effect of over 60% in size; many of its hits are not listed in these tables
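cAMP rise read by TR-FRET after 30 min, 37C compound exposure (up to 58 uM) in RXFP1-transfected HEK293 cells with Ro 20174 present. EC50 from Hill-equation fits, with 29 nM porcine relaxin as 100% and buffer as basal.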
TrxR1 substrate – qHTS Assay for Substrates of Mammalian Selenoprotein Thioredoxin Reductase 1 (TrxR1): qHTS; Thioredoxin reductase 1, cytoplasmic (Rattus norvegicus), O89049; purified TrxR1 substrate turnover, NADPH consumption readout; Potency, µM (titrated, usually from 114 µM), for the others: at the top dose activity change, negative = substrate turnover; 0.01% of 390,000 active; AID 588456, 2011; also: % is scaled to controls: 0 for no effect and ±100 for the full control effect; nearly all actives have a fitted effect of over 50% in size
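Rat TrxR1, dispensed at 90 nM, was prereduced with 400 uM NADPH (final) for 5 min at ~22 deg C, then incubated with compound 15 min before 400 uM selenite. A first-read NADPH fluorescence drop versus no-compound background flagged substrates.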
USP1-UAF1 inh – Inhibitors of USP1/UAF1: Primary Screen | 0.23% of 390,000 active | recombinant USP1/UAF1, Ub-Rhodamine cleavage fluorescence | AID 743255, 2014 | Potency, µM (highest dose often 57.1 µM), without a hit: top-dose activity change, negative = inhibition, hits mostly inhibitors; also: % is scaled to controls: 0 for no effect and ±100 for the full control effect; nearly all actives have a fitted effect of over 60% in size; inactives centre near -12
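In this screen, compounds sit with the deubiquitinase complex (1nM) for 15 min at room temperature before Ub-Rho is added at 150nM final. Fluorescence rise is then followed for 6 reads every 60 seconds.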
RGS4 inhibitor – Inhibitors of Regulator of G Protein Signaling (RGS) 4: qHTS | Potency, µM (titrated, usually from 114 µM), for the others: at the highest dose activity change, negative = inhibition, most hits filed as inhibitors | AID 504845, 2011 | Regulator of G-protein signaling 4 (Homo sapiens), P49798 | 0.039% of 390,000 active | Transcreener GDP fluorescence polarization, RGS4-accelerated GTP hydrolysis; also: % is scaled to controls: 0 for no effect and ±100 for the full control effect; nearly all actives have a fitted effect of over 75% in size; some results filed as inactive show a strong effect at the top dose
Target sequence (P49798 whole entry, looked up): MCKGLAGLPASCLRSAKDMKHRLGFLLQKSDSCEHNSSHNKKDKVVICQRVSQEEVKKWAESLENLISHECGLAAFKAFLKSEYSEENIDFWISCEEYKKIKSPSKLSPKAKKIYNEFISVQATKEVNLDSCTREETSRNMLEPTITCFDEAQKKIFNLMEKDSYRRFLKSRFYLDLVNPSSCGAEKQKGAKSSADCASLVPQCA
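MLSMR compounds (23 nl, pin-transferred) preincubated 10 min at room temperature with a 500nM (2x) first reagent, then RGS4 at 900nM (2x) plus Transcreener GDP mix added; fluorescence polarization (620/688 nm) read before and after 90 min at 30 °C.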
IDH1 R132H inh – qHTS for Inhibitors of mutant isocitrate dehydrogenase 1 (IDH1): qHTS; IDH1-R132H enzyme, NADPH consumption, diaphorase/resazurin fluorescence; Potency, µM (doses to about 76.6 µM), inactives show at the top dose activity change, negative = inhibition, actives largely listed as inhibitors; 0.093% of 390,000 active; AID 602179, 2012; also: % is scaled to controls: 0 for no effect and ±100 for the full control effect; nearly all actives have a fitted effect of over 65% in size
Target sequence (O75874 whole entry R132H, stated change not applied): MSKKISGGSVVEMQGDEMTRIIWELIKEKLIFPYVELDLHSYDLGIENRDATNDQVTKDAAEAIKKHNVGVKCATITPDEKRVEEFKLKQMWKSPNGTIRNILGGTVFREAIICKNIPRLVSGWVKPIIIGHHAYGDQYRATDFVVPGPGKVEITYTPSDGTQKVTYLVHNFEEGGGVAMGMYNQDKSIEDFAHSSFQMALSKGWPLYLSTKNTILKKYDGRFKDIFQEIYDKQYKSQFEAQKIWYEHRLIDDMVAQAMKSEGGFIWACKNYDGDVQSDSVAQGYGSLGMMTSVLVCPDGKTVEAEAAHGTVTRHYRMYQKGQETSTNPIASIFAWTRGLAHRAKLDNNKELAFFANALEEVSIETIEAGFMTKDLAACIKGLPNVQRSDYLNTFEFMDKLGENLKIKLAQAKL
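IDH1-R132H (0.5 ug/mL) preincubated 30 min with compound, then NADPH (0.016 mM) and alpha-KG (2 mM) added; 80 min at RT, pH 7.5. Remaining NADPH coupled via diaphorase/resazurin to fluorescence (540/590 nm); concentration-response curves normalized to no-enzyme control.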
Vif-A3F inh – qHTS for Inhibitors of Vif-A3F Interactions: qHTS | AID 602313, 2012 | Potency, µM (highest dose often 46.1 µM), for inactives: top-dose activity, negative = active | HeLa A3F-eYFP + Vif (tagged APOBEC3F with the HIV-1 protein that degrades it), YFP fluorescence increase | 0.2% of 390,000 active; also: % of control where 0% means no effect; nearly all actives have a fitted effect of over 65% in size
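HeLa cells stably expressing Vif plus C-terminally eYFP-tagged A3F were seeded, incubated overnight at 37 deg C, dosed with compound, incubated overnight again at 37 deg C. Yellow fluorescence (Ex 488/Em 500-530) reported blocked Vif-mediated A3F-eYFP degradation.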
12-LOX inh – Primary qHTS assay for inhibitors of human arachidonate 12S-lipoxygenase (ALOX12): Round 2. purified 12hLO, xylenol orange hydroperoxide absorbance. 1.1% of 580,000 active. Potency, µM (doses to about 108 µM), without a hit: at the top dose activity change, negative = inhibition, usual class: inhibitors. Polyunsaturated fatty acid lipoxygenase ALOX12 (Homo sapiens), P18054. AID 1671190, 2021; also: % is scaled to controls: 0 for no effect and ±100 for the full control effect
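Purified human 12hLO (150 nM final) in 25 mM Hepes, 0.01% Triton X-100, pH 7.0 was preincubated 15 min at room temperature with compound. Then 40 uM arachidonic acid was added, 30 min. Hydroperoxide was read by Fe-XO absorbance ratio 573/405 nm.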
Active calls of the source: *; ? = inconclusive; . = not tested or not shown; [ ] = dose if it differs, or a comment. Calls follow the shape of the dose curve; as a rule, active = well fitted curve in the direction sought with a large enough effect; inconclusive = small, poorly fitted or top-dose-only effect, or another doubt; inactive = no such curve, though single readings can be large; an effect the other way counts as inactive or inconclusive. Potency is read from the fitted curve at half-maximal effect.

compound	TrxR1 inh	Vif-APOBEC3G blk	RXFP1 ag	TrxR1 substrate	USP1-UAF1 inh	RGS4 inhibitor	IDH1 R132H inh	Vif-A3F inh	12-LOX inh
CCOc1ccc(CCNC(=O)CCn2c(=O)c3cccn3c3ccc(F)cc32)cc1	-9%[11.4 µM]	1%	-1.0%	5%	-18%	12%	-5%	-1%	-27%
O=C(CN(Cc1ccc(F)cc1)C(=O)CNS(=O)(=O)c1ccccc1)NCC1CCCO1 (configuration not stated)	8%	-2%	2.1%	9%[0.0914 µM]	1%	5%	-1%	14%	-14%
Cc1ccc(C(=O)OCC(=O)Nc2ccccc2C(F)(F)F)cc1S(=O)(=O)N1CCCCC1	-3%	3%	4.2%	-6%	-22%	5%	6%	-7%	-4%
Cn1c(SCc2cccnc2)nc2c(c1=O)SCC2	14%[57.1 µM]	2%	-0.3%	-12%	-11%	27%	0%	-5%	2%
O=C(CSc1oc(-c2ccc(F)cc2)nc1S(=O)(=O)c1ccccc1)NC1CCCCC1	20%	5%	24%	8%	-15%	5%	9%	1%	1%
Cn1nc(CC(=O)N2CCN(c3ccccc3)CC2)c2ccccc2c1=O	11%[57.1 µM]	-1%	-1.9%	-4%[57.1 µM]	4%	-19%	10%	2%	?
Nc1nc(SCc2ccc(Cl)cc2Cl)c2ncn(C3OC(CO)C(O)C3O)c2n1 (configuration not stated)	21%	-6%	.	-9%	-23%	-1%	-6%	7%	-29%
CCC(=O)c1cc(F)ccc1OCC(=O)N1CCN(c2ccc(F)cc2)CC1	13%	2%	2.7%	5%	-10%	-43%	0%	-11%	-3%
O=C(NC1CCCC1)C(=O)c1c[nH]c2ccccc12	9%	-11%	2.2%	0%	-22%	7%	-2%	-3%	28%
CN1CCC(=NNC(=O)C(=O)NC2CCCCC2)CC1	26%	1%	-1.1%	-5%	-24%	-2%	1%	-4%	20%
Cc1ccc(C(=O)Nc2c(C(=O)Nc3ccc(C)c(C)c3)sc3nc(C)cc(C)c23)cc1	1%	-22%	12%	12%[11.4 µM]	-22%	3%	1%	7%	?
COc1ccc(CNC(=O)CSc2nc(-c3ccc(OC)cc3)cc(C(F)(F)F)n2)cc1	19%	-1%	13%	10%	-11%	-5%	-11%	-8%	0%
NS(=O)(=O)c1ccc(NC(=O)CCC2CCCCC2)cc1	18%	3%	0.3%	6%	4%	-2%	0%	-7%	-14%
COc1ccc(CN2CCNC(=O)C2CC(=O)NCCCC2CCCC2)c(C)c1C (configuration not stated)	-13%	2%	0.6%	-1%	-22%	-11%	7%	9%	-21%
CN(Cc1ccccc1)CC(O)COc1ccc(CNCc2cc3ccccc3s2)cc1 (configuration not stated)	10%	-5%	0.3%	-2%	-20%	-14%	12%	0%	16%
COc1cc(NC(=O)C(C)Oc2ccccc2)c(C(=O)O)cc1OC (configuration not stated)	13%	0%	-1.5%	3%	-19%	-31%	7%	-6%	40%
CCOC(=O)C1CCN(C(=O)Cn2ncc3c([nH]c4ccc(C)cc43)c2=O)CC1	12%	-2%	-0.3%	8%	-12%	7%	16%	-3%	-20%
NC(=O)NC(CC(=O)NNC(=O)c1cccs1)c1ccc(Cl)cc1 (configuration not stated)	18%[57.1 µM]	-1%	.	10%[57.1 µM]	-10%	-1%	8%	3%	10%
O=C(NCc1ccccn1)C(=O)NN=C1CCCCCCC1	14%	1%	1.9%	2%	-7%	17%	1%	0%	0%
COc1cccc(/C=N/NC(=O)c2ccc(N(C)S(=O)(=O)c3ccccc3)cc2)c1OC	2%	3%	-1.1%	-5%	1%	3%	5%	2%	-3%
C/C(=N\NC(N)=S)c1ccncc1	-12%	0%	1.0%	-6%	-17%	-7%	-14%	5%	0%
CC1=CC(C)(C)N(C(=O)CSc2nncn2C)c2ccccc21	4%	-1%	1.0%	-8%	-11%	-8%	2%	5%	0%
Cc1ccc(N=C2CSC(=O)N2)cc1	9%	-2%	2.0%	1%	-19%	-5%	-4%	-6%	-5%
CN(C)C(=O)C1OC(C)(C)OC1C(=O)N(C)C (configuration not stated)	26%	1%	0.7%	10%	-1%	-10%	0%	-10%	9%
COc1ccc(-c2[nH]ncc2CN2CCSCC2)c(OC)c1	27%[57.1 µM]	0%	0.0%	7%[57.1 µM]	-11%	7%	-2%	18%	-8%
COc1ccc(C(=O)Nc2ccccc2C(=O)NC2CC2)c(OC)c1OC	.	-7%	.	.	-19%	.	-2%	-1%	14%
CCN(Cc1ccccc1)S(=O)(=O)c1ccc(S(=O)(=O)N2CCN(CCC#N)CC2)cc1	3%[57.1 µM]	1%	-0.5%	-2%[57.1 µM]	-17%	1%	12%	1%	376%[activator]
Cc1cc(C)n(CC(=O)NNC(=O)COc2ccc(Cl)cc2Cl)n1	7%	0%	0.0%	1%	-6%	6%	2%	-1%	21%
C[C@@H]1COC(=O)[C@H](Cc2ccc(F)cc2)CC/C=C/C[C@@H](CC(=O)N[C@@H](CO)Cc2ccccc2)C(=O)N1	19%[57.1 µM]	2%	.	6%[57.1 µM]	-13%	12%	-6%	10%	-1%
Cc1nc2c(C(=O)NCc3ccco3)cnn2c(C)c1Cc1ccc(F)cc1Cl	61%[activator]	0%	-0.2%	102%[activator]	-21%	-7%	-5%	-5%	-15%
Nc1nc2n(n1)C(=O)CC(c1ccc(Cl)cc1)N2 (configuration not stated)	19%	3%	-3.3%	6%	-10%	-16%	2%	2%	1%
CCc1nnc(NC(=O)COc2ccc3c(c2)OCO3)s1	26%	-5%	0.3%	9%	-18%	-39%	-7%	?	-26%
COc1cccc(/C=C2\SC(=N)N(c3ccc(F)cc3)C2=O)c1	19%[57.1 µM]	-7%	-0.8%	3%[57.1 µM]	-19%	-21%	4%	3%	6%
COc1ccc(NC(=O)CN2C(=O)NC3(CCCCC3C)C2=O)cc1S(=O)(=O)N1CCOCC1 (configuration not stated)	7%	1%	.	9%	-18%	-3%	9%	-4%	0%
N#CC(C#N)=C1C=C2C=C(N3CCCCC3)CCC2CC1 (configuration not stated)	-12%	6%	1.3%	-16%	?	-6%	8%	?	.
Cc1ccc(C)c(S(=O)(=O)Nc2ccc(C(=O)N3CCCCC3)cc2)c1	0%	1%	-0.3%	-6%	-7%	16%	3%	?	0%
CCOC(=O)C1CCCN(C/C(O)=C(\C#N)c2nc(-c3ccc(Cl)cc3)cs2)C1 (configuration not stated)	23%	4%	1.1%	9%[57.1 µM]	-9%	-2%	4%	0%	-3%
Cc1ccc(C(C)NC(=O)c2ccc3c(c2)OCCO3)cc1C (configuration not stated)	-61%	-20%	-0.1%	8%[57.1 µM]	-21%	-33%	15%	5%	12%
CCc1cccc(OCC(=O)Nc2ccc(C)c(S(=O)(=O)N3CCCCCC3)c2)c1	11%[57.1 µM]	-1%	0.1%	-3%[57.1 µM]	-11%	1%	4%	-19%	-5%
Cc1csc(NC(=O)CCc2c(C)nc3cc(-c4ccc(Cl)cc4)nn3c2C)n1	35%	0%	-0.8%	7%	3%	-5%	-4%	1%	?

Individual results from the results shown.
Under TrxR1 inh, CCc1cccc(OCC(=O)Nc2ccc(C)c(S(=O)(=O)N3CCCCCC3)c2)c1 has the entry 11%[57.1 µM]
Under RGS4 inhibitor, CCc1nnc(NC(=O)COc2ccc3c(c2)OCO3)s1 has the entry -39%
Under Vif-A3F inh, Cc1csc(NC(=O)CCc2c(C)nc3cc(-c4ccc(Cl)cc4)nn3c2C)n1 has the entry 1%

Not all compounds are listed; rates above refer to the full screens.
